SMARCA2 activ – SMARCA2 (BRM) function activators, primary screen, cell-based, luminescence, high throughput. hit rate 1% among 370,000. MG213 cells, MMTV-luciferase reporter, dexamethasone, overnight. activation, % at 9.1 µM; in the data active = activation above about 7.8%;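 note: 0% = vehicle wells and 100% = reference activator wells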
ADAM17 inh – ADAM17 inhibitors, primary screen, biochemical, QFRET. inhibition, % at 6.95 µM. recombinant ADAM17, EDANS/DABCYL FRET peptide cleavage. Disintegrin and metalloproteinase domain-containing protein 17 (Homo sapiens), P78536. hit rate 0.83% among 370,000;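 active = inhibition above the mean of compounds lying between control limits plus 3 SD, set per campaign, cut at about 8.5% in these data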;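 note: 0% = DMSO-only wells as the low control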
Target sequence (P78536 215-824 limits assumed): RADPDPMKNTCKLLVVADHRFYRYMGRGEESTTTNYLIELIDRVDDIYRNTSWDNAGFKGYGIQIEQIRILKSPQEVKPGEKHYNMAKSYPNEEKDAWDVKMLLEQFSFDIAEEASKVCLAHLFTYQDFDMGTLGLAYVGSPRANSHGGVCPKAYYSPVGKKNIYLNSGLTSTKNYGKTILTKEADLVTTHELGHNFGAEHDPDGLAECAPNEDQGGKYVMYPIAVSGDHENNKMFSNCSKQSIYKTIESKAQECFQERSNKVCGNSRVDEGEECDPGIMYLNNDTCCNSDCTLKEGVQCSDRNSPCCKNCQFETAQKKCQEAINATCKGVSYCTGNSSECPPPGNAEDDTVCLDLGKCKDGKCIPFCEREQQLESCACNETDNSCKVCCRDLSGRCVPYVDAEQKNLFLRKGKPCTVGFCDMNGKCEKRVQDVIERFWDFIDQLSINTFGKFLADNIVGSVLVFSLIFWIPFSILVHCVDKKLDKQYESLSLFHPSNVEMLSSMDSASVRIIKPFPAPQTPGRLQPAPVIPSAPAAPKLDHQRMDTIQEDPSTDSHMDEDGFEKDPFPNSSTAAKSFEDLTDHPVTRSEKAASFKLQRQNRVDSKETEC
DAX1 inh-1 – DAX1 (NR0B1) inhibitors, primary screen, cell-based, HEK293, Gal4-DAX1, luciferase luminescence; HEK293 Gal4-DAX1 luciferase reporter; inhibition, % at 6.75 µM; hit rate 0.99% among 340,000; AID 504766, 2011;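 active = inhibition above the mean over all tested compounds plus 3 SD, cut at about 4.2% in these data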;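 note: 0% = DAX1-transfected cells with DMSO and 100% = empty-vector control cells with DMSO; inhibition shows as a rise in luminescence from relieved DAX1 repression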
Target sequence (P51843 207-470 limits assumed): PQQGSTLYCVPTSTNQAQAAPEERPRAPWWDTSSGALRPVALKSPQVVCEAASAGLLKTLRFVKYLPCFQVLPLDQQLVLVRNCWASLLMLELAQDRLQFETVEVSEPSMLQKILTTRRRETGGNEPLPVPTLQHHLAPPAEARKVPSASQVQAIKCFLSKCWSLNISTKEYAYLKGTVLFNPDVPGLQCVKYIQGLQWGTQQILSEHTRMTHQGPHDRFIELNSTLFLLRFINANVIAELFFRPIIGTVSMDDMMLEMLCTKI
NPR1 activator – GC-A stimulated cGMP production enhancers – HEK293 GC-A cells, cGMP TR-FRET, EC30 ANP, primary screen | hit rate 0.14% among 370,000 | Atrial natriuretic peptide receptor 1 (Homo sapiens), P16066 | activation, % at 10 µM | 0% at EC30 ANP, 100% saturating ANP; in the data active = activation above about 40%
ssDAF-12 act – S. stercoralis DAF-12 nuclear receptor activators, primary screen, cell-based, luminescence, HEK293, GRIP1 co-expression, lit1-tk-luc. HEK293 ssDAF-12/GRIP1 lit1-tk-luc reporter; % of 3 µM dafachronic acid response. activation, % at 6.8 µM. hit rate 1% among 370,000. AID 652126, 2013;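 active = activation above the mean over all tested compounds plus 3 SD, cut at about 0.9% in these data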;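 note: 0% = DMSO-only wells and 100% = 3 µM delta7-dafachronic acid wells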
ADAM10 inh – human ADAM10 inhibitors, primary screen, biochemical, QFRET, HTS; Disintegrin and metalloproteinase domain-containing protein 10 (Homo sapiens), O14672; AID 720582, 2013; hit rate 0.62% among 370,000; recombinant ADAM10, EDANS/DABCYL FRET peptide cleavage, 3 h; inhibition, % at 7 µM;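 active = inhibition above a per-campaign cutoff equal to the mean of compounds falling between control-based bounds plus 3 SD, cut at about 20% in these data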;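 note: 0% = DMSO wells while the 100% control is not disclosed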
DAX1 inh-2 – DAX1 (NR0B1) inhibitors on StAR promoter, primary screen, cell-based, luminescence, SF-1 (NR5A1), full-length DAX-1; HEK293T StAR-luciferase reporter, SF-1/DAX-1 repression relief; inhibition, % at 6.8 µM; hit rate 1.1% among 370,000; AID 652010, 2013;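 active = inhibition above the mean over all tested compounds plus 3 SD, cut at about 3.6% in these data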;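 note: 0% = DAX-1 cells with DMSO and 100% = cells lacking DAX-1 with DMSO; higher inhibition means more luminescence from relief of DAX-1 repression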
hgDAF-12 ag – H. glycines DAF-12 receptor agonists, primary screen, cell-based, luminescence, HEK293, GAL4 fusion, UAS-luciferase | Nuclear hormone receptor DAF-12 (Heterodera glycines), GAL4 fusion | AID 687014, 2013 | activation, % at 6.8 µM | hit rate 1.8% among 370,000 | HEK293 GAL4-hgDAF12 UAS-luciferase reporter, agonist luminescence; normalized to butyrate control;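 active = activation above a cutoff set at the mean of all screened compounds plus 3 SD, cut at about 10% in these data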;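 note: 0% = DMSO wells and 100% = sodium butyrate wells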
PG9 Ab binder – binders of HIV-1 gp120 antibody PG9, primary screen, biochemical, TR-FRET; inhibition, % at 6.7 µM; TR-FRET gp120-PG9 antibody binding; AID 624416, 2012; hit rate 0.43% among 360,000; in the data active = inhibition above about 8.5%
FXN GAA850 act – FXN promoter activators, primary screen, cell-based, luciferase luminescence, HEK293 lucGAA850. HEK293 lucGAA850 FXN promoter luciferase reporter, 24 h; percent of 10 µM SAHA response. activation, % at 6 µM. hit rate 0.56% among 360,000. AID 540364, 2011;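 active = activation above the average of all compounds screened plus 3 SD, cutoff fixed separately per campaign, cut at about 7.5% in these data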;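 note: 0% = DMSO wells and 100% = 10 µM SAHA wells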
hcDAF12 agonist – H. contortus DAF-12 nuclear receptor activators, primary screen, cell-based, luminescence, HEK293, lit1-tk-luc reporter. hit rate 1.4% among 370,000. HEK293 hcDAF-12 lit1-tk-luc reporter; 0% DMSO, 100% Δ7-dafachronic acid. AID 652067, 2013. activation, % at 6.8 µM;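 active = activation above the mean of all tested compounds plus 3 SD, cut at about 5.5% in these data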;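 note: 100% = response to 3 µM Δ7-dafachronic acid high control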
The depositor's hits bear a star; . = no result given.

structure	hcDAF12 agonist	FXN GAA850 act	hgDAF-12 ag	NPR1 activator	DAX1 inh-2	PG9 Ab binder	DAX1 inh-1	SMARCA2 activ	ADAM10 inh	ADAM17 inh	ssDAF-12 act
O=C(/C=C/c1c(Cl)cccc1Cl)N1CCOCC1	0.3	2.8	-0.6	3	-0.1	-1.0	-1.3	-1	4	0	-0.8
CCOC(=O)c1ccc(CS(=O)c2ccc(Cl)cc2)o1 (stereo not given)	-0.9	0.7	-2.0	0	-0.2	-2.5	-0.6	-1	5	-3	-1.1
Cc1noc(C)c1C(=O)Nc1nc2ccccc2s1	3.4	1.6	4.6	4	2.9	4.3	-0.8	7	-8	-7	0.1
O=C(CCS(=O)(=O)c1ccc(Br)s1)N1CCc2ccccc21	-0.6	0.6	-3.1	-2	0.1	0.3	0.3	-4	-7	0	-0.8
Cc1ccc(N(C(C)C(=O)Nc2ccc3c(c2)OCO3)S(C)(=O)=O)cc1 (stereo not given)	-1.1	1.9	0.8	1	-0.6	-0.6	1.2	-1	7	0	-0.9
O=C(NC(=S)NCc1nc2ccccc2[nH]1)c1ccccc1F	6.3*	3.4	8.2	0	2.4	-2.0	2.0	4	-5	1	-0.4
CCN(CC)C(=O)C1CCCN(Cc2nc(-c3cnccn3)no2)C1 (stereo not given)	0.6	-1.1	-0.9	-4	1.1	-0.6	-0.8	-1	-3	-3	-1.2
O=C(CCSc1ccc(F)cc1)NNC(=O)c1ccc([N+](=O)[O-])cc1	-0.9	0.8	1.1	-2	-1.2	0.6	0.9	4	13	2	-0.9
O=C(NC1CCCCC1)OC1CC2CC1[C@H]1CCCCN1C2=O (stereo not given in full)	2.8	.	-2.1	5	0.6	0.9	.	-5	3	4	-0.1
COCCCNC1=C(C#N)C(=O)NC2(CCCC2)S1	-0.9	-4.3	3.3	3	-1.9	-1.1	0.6	0	-11	-8	-1.7
Cc1ccc(Nc2nc(N)nc(CN3CCN(Cc4ccc5c(c4)OCO5)CC3)n2)cc1C	-3.4	0.9	0.2	-6	0.2	0.5	-1.3	1	5	1	-1.3
CCCOc1ccc(C(=O)N2CCN(Cc3ccc4c(c3)OCO4)CC2)cc1	-1.4	0.9	2.4	8	-1.3	0.8	-1.5	-4	-3	0	-1.4
O=C(Nc1ccccc1N1CCOCC1)c1cccc(NS(=O)(=O)c2ccc(F)c(F)c2)c1	-1.5	0.3	0.6	2	-0.2	-0.5	-1.4	-1	5	5	-1.4
CCc1cc2cccc(C)c2nc1SCC(=O)NNC(=O)c1ccco1	0.6	2.2	-0.5	-4	0.3	0.7	-1.1	-4	2	0	-1.0
COc1ccccc1N(CC(=O)Nc1cc(S(=O)(=O)N(C)C)ccc1C)S(=O)(=O)c1cccs1	-0.6	-0.2	-0.2	-1	0.1	-0.7	-0.7	-3	-5	0	-1.1
N/C(=N\OC(=O)COc1ccc2ccccc2c1)c1ccccn1	-0.9	5.3	6.2	3	-0.6	-0.7	-1.2	6	13	4	-1.4
COc1ccc(S(=O)(=O)NC2CCN(Cc3ccccc3)CC2)cc1NC(C)=O	0.4	0.6	0.5	-2	1.6	2.9	0.3	0	-11	-8	-1.2
CCn1c(COc2ccc(=O)n(-c3ccccc3)n2)nnc1SCc1cccc(OC)c1	2.9	-1.4	0.7	-2	0.2	-0.1	2.4	1	-8	-2	-1.2
O=S(=O)(Nc1ccc(-c2ccc(N3CCOCC3)nn2)cc1)c1ccc(Cl)c(Cl)c1	-1.2	-1.0	-0.6	0	-1.2	3.4	0.3	-2	-6	-1	-0.5
COCCN1C(=O)CCC1(C)c1nnnn1-c1ccc2c(c1)OCCO2 (stereo not given)	0.6	.	3.5	5	1.0	-0.9	.	1	-2	-3	-0.8
COc1ccc(CNC(=O)C(C)n2ccc3cc(S(=O)(=O)N4CCCCCC4)ccc32)cc1 (stereo not given)	-3.2	-3.0	-5.8	-4	-3.3	1.8	0.7	-2	28*	12*	-1.2
O=C([C@@H]1C[C@H]1c1ccccc1)N1CC[C@H]2[C@H](CCCN2Cc2cc(F)cc(F)c2)C1	-2.3	.	-0.7	3	-0.8	.	.	-3	-3	-1	-1.6
CCn1c(SCC(=O)N/N=C/c2ccccc2OCC(=O)O)nnc1-c1ccc(OC)cc1	0.9	3.5	-0.8	0	-0.3	-3.1	0.7	-1	-13	-4	-0.6
COCCn1c(SCC(=O)N2CC(=O)Nc3ccccc32)nnc1-c1ccoc1C	-2.7	-1.0	1.3	-4	-0.3	0.9	-0.3	-2	-2	7	-0.7
Cc1ccc(C(=O)Cc2ccccc2)o1	-1.2	1.6	1.5	-4	0.2	-3.0	1.7	2	7	-1	-0.4
O=C1Nc2cc(Cl)c(Cl)cc2N(O)N1c1ccc(Cl)c(Cl)c1	3.1	0.6	0.2	1	-0.2	1.6	-0.1	-4	-9	-5	-0.5
CCOc1cc(NS(=O)(=O)c2ccccc2)c(OCC)cc1NC(=O)c1ccco1	-2.3	1.6	-2.2	-1	-0.8	-1.8	-1.4	0	6	6	-2.3
CC[C@H](NC(=O)[C@@H](Cc1ccccc1)NC(=O)[C@H]1O[C@@H](n2ccc(=O)[nH]c2=O)[C@H](O)[C@@H]1O)c1ccccc1	0.0	.	-0.1	-1	0.9	-0.9	.	0	2	-1	-1.7
COC(=O)C(C)Sc1ncnc2c1c(-c1ccccc1)cn2-c1ccc(OC)cc1 (stereo not given)	-1.4	3.2	2.0	0	-0.5	0.2	-0.8	-1	11	4	-1.2
CCOc1ccc(NS(=O)(=O)c2ccc(C(=O)N3CCN(C(C)=O)CC3)cc2)cc1	-1.3	-0.2	-2.4	-2	-1.9	1.1	0.3	0	1	1	-1.2
Fc1ccc(NC(=S)NC2CCN(Cc3ccccc3)CC2)cc1	-0.3	-2.4	-0.6	0	-1.0	1.6	-0.9	-2	-3	-4	-2.1
Cc1cc([N+](=O)[O-])ccc1NC(=O)CN1CCN(Cc2ccccc2)CC1	-2.0	1.4	4.6	-3	-0.3	-3.9	0.4	-2	3	3	-1.9
CCOC(=O)c1cc(NC(=O)c2cccnc2)ccc1N1CCOCC1	-0.5	0.3	-0.8	-2	0.9	-2.2	0.6	-3	-7	-5	-1.3
Cc1cc(C)n(-c2nc(NCCO)c3c4c(sc3n2)CCCC4)n1	-1.1	-0.3	-0.4	3	-0.3	-2.6	0.3	2	-9	0	-1.3
COc1cc(/C=N/n2nnnc2N)ccc1O	-0.4	0.1	-0.1	-2	0.1	-1.9	-0.6	-4	-49	-12	-1.2
CC(=O)N[C@H]1[C@H](OCc2ccccc2F)O[C@H](COC(C)=O)[C@@H](OC(C)=O)[C@@H]1OC(C)=O	-0.8	-1.0	-0.6	3	0.1	-0.8	1.2	1	1	1	-1.6
NC(=O)c1ccc(NC(=O)C2CCCC2)cc1	1.9	1.8	0.9	3	-0.1	-0.9	-1.2	-2	7	-5	-0.6
CC(=O)N1CCN(CC(=O)c2ccc(Br)cc2)CC1	2.2	0.1	1.4	1	-0.5	-2.8	1.5	-2	7	5	-0.7
CC(=O)Nc1ccc(N(C)S(C)(=O)=O)cc1	-1.5	-0.1	-1.5	-3	-0.6	1.2	0.1	-2	-13	-2	-1.6
COc1ccc(NC(=O)Nc2c[nH]c(=O)[nH]c2=O)cc1	-0.8	-0.7	1.1	0	-0.3	-1.7	0.3	-2	0	2	-0.9
CCCCNC(=O)C1(C)CCCCN1C(=O)c1cncc(Br)c1 (stereo not given)	-1.8	-0.3	1.4	0	0.5	0.0	.	-2	-6	-8	0.1
Cc1cccc(N2CCN(C(=O)Cn3nc(C)n4cccc4c3=O)CC2C)c1 (stereo not given)	0.7	0.2	-1.2	3	0.0	0.2	-0.3	-2	-6	1	-0.7
CCCC(=O)C1=C(N(C)c2ccccc2)CC(C)(C)C(C(=O)OC)C1=O (stereo not given)	0.8	-1.0	-0.1	3	0.2	-1.9	2.3	0	1	2	-1.2
C#CCNC(=O)C[C@H]1C[C@@]2(C(=O)OC)C(=C[C@H](C(C)(C)C)O[C@@H]2C)N(Cc2ccc(Cl)cc2Cl)C1=O	-2.9	.	-0.9	-24	-0.3	.	.	-3	8	3	-0.6
O=C1/C(=C/c2ccccc2Cl)SC(=S)N1CCC(=O)N1CCCCC1CCO (stereo not given)	0.5	-2.3	1.0	-6	2.2	-2.6	-0.1	-2	5	3	-1.6
O=C(c1cccc(N2CCNC2=O)c1)N1CCCC(Nc2cccc(F)c2)C1 (stereo not given)	-0.8	-0.7	-3.4	2	0.0	0.3	0.1	-2	2	0	-0.3
CCOc1ccccc1CN1CCC(Oc2ccc(C(=O)NCc3ccccn3)cc2)CC1	1.4	-0.5	-0.1	1	0.8	-1.2	-0.1	0	2	-2	-1.0
CC(C)Cc1nnc(NC(=O)CSc2ncn[nH]2)s1	0.0	0.1	1.8	4	-0.4	-0.6	0.8	1	1	1	-1.2

Results in DAX1 inh-2 and NPR1 activator, for 2 of the compounds above:
Structure,DAX1 inh-2,NPR1 activator
CCCCNC(=O)C1(C)CCCCN1C(=O)c1cncc(Br)c1 (stereo not given),0.5,0
O=C(c1cccc(N2CCNC2=O)c1)N1CCCC(Nc2cccc(F)c2)C1 (stereo not given),0.0,2

The results go on:
structure	hcDAF12 agonist	FXN GAA850 act	hgDAF-12 ag	NPR1 activator	DAX1 inh-2	PG9 Ab binder	DAX1 inh-1	SMARCA2 activ	ADAM10 inh	ADAM17 inh	ssDAF-12 act
CNC(=O)c1cc(S(=O)(=O)Nc2ccc(C)cc2C)ccc1C	-0.6	-1.0	1.9	-3	-0.8	-0.8	0.3	0	-3	1	-0.7
CCOc1ccc(NC(=O)NN2C(C)CCCC2C)cc1 (stereo not given)	-2.1	0.4	-0.1	-2	-0.1	1.1	-0.7	15*	5	1	-1.5
CC(=O)N1CCc2cc(S(=O)(=O)NC(CC(C)C)C(=O)Nc3cc(C)ccn3)ccc21 (stereo not given)	-0.7	-3.1	4.6	-1	0.2	-1.9	-0.1	-3	-2	-3	-1.3
COc1ccc2[nH]c3c(c2c1)CCN1C(=O)C(CC(=O)NCCC2=CCCCC2)C[C@H](C(=O)N(C(C)C)C(C)C)[C@@]31C (stereo not given in full)	-0.6	-2.0	-0.2	7	-0.8	-1.9	-0.9	-4	-8	-4	-0.8

Screens (PubChem BioAssay)
